ROMK mod: ROMK potassium channel modulators, primary screen, cell-based, thallium flux, MLSMR library; Tet-inducible ROMK, thallium flux fluorescence; actives lie on both sides; ATP-sensitive inward rectifier potassium channel 1 (Homo sapiens), P48048; B-score at 10 µM; AID 1918, 2009; 130,000 tested, 2% active;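 active means signal ratio slope over the read window, or its plate-corrected B-score, at least 3 SD from the plate mean, either direction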;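 further: B-score of the F/F0 ratio slope over 7 to 12 s after thallium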
Target sequence (P48048 whole entry, looked up): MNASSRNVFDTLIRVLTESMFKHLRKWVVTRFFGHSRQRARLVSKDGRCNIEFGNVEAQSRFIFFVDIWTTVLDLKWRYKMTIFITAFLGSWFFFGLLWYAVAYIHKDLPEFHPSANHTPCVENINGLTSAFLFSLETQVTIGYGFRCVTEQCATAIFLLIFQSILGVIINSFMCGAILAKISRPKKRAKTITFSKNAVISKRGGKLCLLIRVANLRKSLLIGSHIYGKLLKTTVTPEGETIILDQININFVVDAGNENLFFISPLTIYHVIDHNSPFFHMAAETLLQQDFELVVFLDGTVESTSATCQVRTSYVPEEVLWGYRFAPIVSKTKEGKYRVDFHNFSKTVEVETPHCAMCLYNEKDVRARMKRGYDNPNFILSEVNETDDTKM
STAT1 blocker: STAT1 signaling inhibitors, primary screen, cell-based, HTS, luciferase reporter; NIH 3T3 STAT1-luciferase reporter, IFN-gamma, luminescence; inhibition, % at 5.5 µM; 200,000 tested, 0.35% active;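 active means inhibition above a set limit, the mean inhibition across all tested compounds plus 3 SD, cut at about 34% in these data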;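 further: 0% = IFN-gamma with DMSO and 100% = IFN-gamma with 300 µM nifuroxazide; values of inactives mirror those of a sister screen read the other way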
NF-kB neuron act: activators of NF-kB expression in neurons, primary screen, cell-based, HTS; human neuronal cells, NF-kB reporter expression; hits give high values; fold change at 12.5 µM; 190,000 tested, 1.6% active; AID 1239, 2008; in the data active means fold change above about 3.3
FLuc stim CS: FLuc activators, initial screening, artefact control for FLuc-dependent activation tests, biochemical, ATPlite luminescence; AID 1027, 2008; ATPlite luciferase biochemical, 10 min; 0 = ATP-free wells, 1 = DMSO control; Luciferin 4-monooxygenase (Photinus pyralis), P08659; activation factor at 10 µM; 200,000 tested, under 10 active;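 active means luciferase activation factor, scaled between plate controls, of at least 2 with compound at 10 µM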
Target sequence (P08659 whole entry, looked up): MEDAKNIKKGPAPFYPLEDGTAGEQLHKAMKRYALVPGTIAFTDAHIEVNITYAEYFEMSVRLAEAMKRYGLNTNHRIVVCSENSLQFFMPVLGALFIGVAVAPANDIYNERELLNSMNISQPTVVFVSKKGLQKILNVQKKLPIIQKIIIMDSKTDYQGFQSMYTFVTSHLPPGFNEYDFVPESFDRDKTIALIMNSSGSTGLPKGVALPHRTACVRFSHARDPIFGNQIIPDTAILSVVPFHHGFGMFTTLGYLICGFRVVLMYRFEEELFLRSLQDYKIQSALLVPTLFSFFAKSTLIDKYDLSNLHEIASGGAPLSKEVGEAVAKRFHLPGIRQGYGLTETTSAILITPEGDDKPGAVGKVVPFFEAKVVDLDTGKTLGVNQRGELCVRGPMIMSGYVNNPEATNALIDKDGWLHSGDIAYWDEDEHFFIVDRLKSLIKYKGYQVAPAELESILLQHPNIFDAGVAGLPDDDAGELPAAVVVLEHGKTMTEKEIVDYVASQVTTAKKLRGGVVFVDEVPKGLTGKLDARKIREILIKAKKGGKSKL
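Assay system – cell-free luciferase reagent · Medium – PBS-based ATP solution · Dosing – test compounds dosed from 2 mM stocks in 100% DMSO · Timing – 10 min, room temperature · Technique – light output (luminescence) · Measure – luminescence gain marking luciferase activators · Controls – No-ATP low control, compound-free enzyme-plus-ATP high control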
STAT3 act: IL-6 driven STAT3 reporter potentiators, primary screen, U3A cells, luciferase, luminescence, MLSCN library | activation (% of control), % at 5.6 µM | 190,000 tested, 0.91% active | IL-6 STAT3-luciferase reporter; 100% = signal with IL-6 EC80 alone;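 active means activation above the screen-wide mean of compound activation plus 3 SD, cut at about 130% in these data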;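 further: 0% = background luminescence of wells with medium and substrate only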
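Material: human STAT1-deficient U3A cells with stable STAT3-luciferase reporter / Probe or stimulus: IL-6 stimulus at 33 ng/mL final / Schedule: 1 h compound pre-exposure, 6 h IL-6 stimulation, 37 °C / Technique: luminescence / Read-out basis: percent of IL-6-only median luminescence / Control set: IL-6-only high control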
STAT1 act: STAT1 signaling activators, primary screen, cell-based, HTS, luciferase reporter; NIH 3T3 STAT1-luciferase reporter, IFN-gamma, luminescence; 100% = IFN-gamma alone, no compound; 200,000 tested, 2.6% active; activation (% of control), % at 5.5 µM;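 active means activation above the screen-wide mean activation plus 3 SD, cut at about 130% in these data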;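 further: raw ratio to IFN-gamma control signal so 100% means no change and 0% no light; values of inactives mirror those of a sister screen read the other way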
APP 5'UTR act: activators of APP 5'UTR luciferase reporter, primary screen, SH-SY5Y cells; SH-SY5Y APP 5'UTR luciferase reporter, luminescence; zero percent = DMSO vehicle wells; activation, % at 2 µM; 190,000 tested, 1% active; AID 1276, 2008;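 active means activation above a set limit, based on mean plus 3 SD of controls, cut at about 140% in these data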; further: values of inactives mirror those of a sister screen read the other way
APP 5UTR inh: inhibitors of APP translation via 5'UTR reporter, primary screen, APP 5'UTR luciferase, SH-SY5Y cells; 190,000 tested, 0.82% active; inhibition, % at 2 µM; SH-SY5Y APP 5'UTR-luciferase reporter, luminescence;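 active means inhibition above a set limit, derived from the sample mean plus 3 SD, cut at about 45% in these data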; further: values of inactives mirror those of a sister screen read the other way
STAT3 blocker: IL-6 driven STAT3 reporter inhibitors, primary screen, U3A cells, luciferase, luminescence, MLSCN library. AID 862, 2007. IL-6 STAT3-luciferase reporter; host cell line lacks STAT1. inhibition, % at 5.5 µM. 190,000 tested, 0.89% active;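 active means inhibition above the mean inhibition across all screened compounds plus 3 SD, cut at about 44% in these data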;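 further: 0% = DMSO only wells and 100% = 100 µM nifuroxazide control wells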
FLuc inh counter: firefly luciferase enzyme inhibitors, primary screen, artefact control for luciferase-based inhibitor screens, biochemical, luminescence, ATPLite; Luciferin 4-monooxygenase (Photinus pyralis), P08659; 10 min; inhibition, % at 10 µM; 200,000 tested, 1.5% active;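 active means inhibition above about 50% when tested at 10 µM, limit read from the data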
Starred values were filed as active, the others as inactive.

What do the screens show for `Cc1ccc(C)c(OCc2nnc(SCC(=O)NCc3ccc4c(c3)OCO4)o2)c1`?
ROMK mod: 0.029; STAT1 blocker: 16; NF-kB neuron act: 0.93; FLuc stim CS: 1.1; STAT3 act: 104; STAT1 act: 84; APP 5'UTR act: 5; APP 5UTR inh: -5; STAT3 blocker: 0; FLuc inh counter: -8

What do the screens show for `CCC(CC)NC(=O)C1CCN(S(=O)(=O)c2cccs2)CC1`?
ROMK mod: 0.59; STAT1 blocker: 7; NF-kB neuron act: 1; FLuc stim CS: 0.9; STAT3 act: 96; STAT1 act: 94; APP 5'UTR act: -2; APP 5UTR inh: 2; STAT3 blocker: 10; FLuc inh counter: 5

What do the screens show for `CC(C)(C)C(=O)NC1CCN(S(=O)(=O)c2ccccc2F)CC1`?
ROMK mod: 0.046; STAT1 blocker: -11; NF-kB neuron act: 1.5; FLuc stim CS: 1; STAT3 act: 104; STAT1 act: 110; APP 5'UTR act: 2; APP 5UTR inh: -2; STAT3 blocker: 0; FLuc inh counter: -4

What do the screens show for `COc1ccc(CC(=O)NNc2ncnc3c2cnn3-c2ccccc2)cc1`?
STAT1 blocker: -4; NF-kB neuron act: 1.1; FLuc stim CS: 1; STAT3 act: 103; STAT1 act: 104; APP 5'UTR act: -6; APP 5UTR inh: 6; STAT3 blocker: -1; FLuc inh counter: 0

What do the screens show for `Oc1c(Br)cc(Br)cc1C=Nc1ccc2c(c1)OCCO2`?
ROMK mod: 1.9; STAT1 blocker: -7; NF-kB neuron act: 0.81; FLuc stim CS: 0.8; STAT3 act: 97; STAT1 act: 107; APP 5'UTR act: 10; APP 5UTR inh: -10; STAT3 blocker: 9; FLuc inh counter: 20

What do the screens show for `CCN(CC)CCCNC(=O)c1cc(Sc2nnc(C)s2)nc2ccccc12`?
ROMK mod: -0.0042; STAT1 blocker: -4; NF-kB neuron act: 2.3; FLuc stim CS: 1; STAT3 act: 105; STAT1 act: 103; APP 5'UTR act: 9; APP 5UTR inh: -10; STAT3 blocker: -5; FLuc inh counter: -3

Results for CCOc1ccc2c(c1)OC(c1ccc(C)cc1)(C(F)(F)F)NC2=O (configuration not stated) ?
ROMK mod: 1.2; STAT1 blocker: -5; NF-kB neuron act: 4.2*; FLuc stim CS: 1; STAT3 act: 117; STAT1 act: 105; APP 5'UTR act: -95; APP 5UTR inh: 95*; STAT3 blocker: -23; FLuc inh counter: 4

How did O=C(O)c1cc([N+](=O)[O-])cc2c1nnn2O do in these assays?
ROMK mod: 1.2; STAT1 blocker: 0; NF-kB neuron act: 1; FLuc stim CS: 1; STAT3 act: 98; STAT1 act: 99; APP 5'UTR act: 5; APP 5UTR inh: -5; STAT3 blocker: 3; FLuc inh counter: 4

How did Cc1oc(-c2ccc3ccccc3c2)nc1CN(C)C(C)c1ccncn1 (configuration not stated) do in these assays?
STAT1 blocker: -26; NF-kB neuron act: 1.7; FLuc stim CS: 0.9; STAT3 act: 117; STAT1 act: 123; APP 5'UTR act: 26; APP 5UTR inh: -26; STAT3 blocker: -16; FLuc inh counter: 6

How did CCCCN1CNC(=S)N(CCc2ccccc2)C1 do in these assays?
ROMK mod: 0.3; STAT1 blocker: -3; NF-kB neuron act: 1.1; FLuc stim CS: 1.1; STAT3 act: 98; STAT1 act: 102; APP 5'UTR act: -6; APP 5UTR inh: 6; STAT3 blocker: 3; FLuc inh counter: -9

How did COc1cc(N2CCOCC2)ncn1 do in these assays?
ROMK mod: -0.52; STAT1 blocker: 4; NF-kB neuron act: 0.99; FLuc stim CS: 1; STAT3 act: 100; STAT1 act: 96; APP 5'UTR act: 16; APP 5UTR inh: -16; STAT3 blocker: 4; FLuc inh counter: -5

What do the screens show for `COc1ccc(-c2cc(=O)n(CCC#N)[nH]2)cc1`?
STAT1 blocker: -7; NF-kB neuron act: 1.2; FLuc stim CS: 1.1; STAT3 act: 103; STAT1 act: 106; APP 5'UTR act: -5; APP 5UTR inh: 5; STAT3 blocker: -5; FLuc inh counter: -10

How did COC(=O)c1c(NC(=O)C2C3C=CC(CC3)C2C(=O)O)sc(C)c1C (configuration not stated) do in these assays?
ROMK mod: 0.61; STAT1 blocker: -2; NF-kB neuron act: 0.92; FLuc stim CS: 1.1; STAT3 act: 87; STAT1 act: 101; APP 5'UTR act: 15; APP 5UTR inh: -15; STAT3 blocker: 20; FLuc inh counter: -7

What do the screens show for `CCOC(=O)N1CCN(C(=O)c2oc3ccc(S(=O)(=O)N4CCOCC4)cc3c2C)CC1`?
ROMK mod: 0.33; STAT1 blocker: 2; NF-kB neuron act: 1; FLuc stim CS: 1; STAT3 act: 91; STAT1 act: 96; APP 5'UTR act: 12; APP 5UTR inh: -12; STAT3 blocker: 15; FLuc inh counter: -4

Results for O=C(c1cncs1)N1CCCC(CNS(=O)(=O)c2cccs2)C1 (configuration not stated) ?
ROMK mod: 1; STAT1 blocker: 3; NF-kB neuron act: 0.96; FLuc stim CS: 1.1; STAT3 act: 97; STAT1 act: 96; APP 5'UTR act: -11; APP 5UTR inh: 11; STAT3 blocker: 8; FLuc inh counter: -7

What do the screens show for `CCOC(=O)c1nc2ccccc2nc1C`?
ROMK mod: 0.043; STAT1 blocker: 1; NF-kB neuron act: 0.86; FLuc stim CS: 1; STAT3 act: 100; STAT1 act: 99; APP 5'UTR act: -2; APP 5UTR inh: 2; STAT3 blocker: 3; FLuc inh counter: 0

How did CCOC(=O)c1cn(CC)c2ccc(S(=O)(=O)N3CCC(C)CC3)cc2c1=O do in these assays?
ROMK mod: -0.19; STAT1 blocker: -3; NF-kB neuron act: 1.2; FLuc stim CS: 1.1; STAT3 act: 100; STAT1 act: 103; APP 5'UTR act: 7; APP 5UTR inh: -7; STAT3 blocker: 4; FLuc inh counter: -7

What do the screens show for `COc1ccccc1C1(CC(=O)Nc2nccs2)CCOC(C(C)C)C1` (configuration not stated)?
ROMK mod: -0.7; STAT1 blocker: 1; NF-kB neuron act: 0.71; FLuc stim CS: 1.1; STAT3 act: 79; STAT1 act: 99; APP 5'UTR act: 6; APP 5UTR inh: -6; STAT3 blocker: 31; FLuc inh counter: -6

How did CC1CCN(Cc2cnc(Cl)s2)CC1 do in these assays?
STAT1 blocker: -2; NF-kB neuron act: 1; FLuc stim CS: 1; STAT3 act: 116; STAT1 act: 102; APP 5'UTR act: 5; APP 5UTR inh: -5; STAT3 blocker: -13; FLuc inh counter: -2

What do the screens show for `O=C(CP(=O)(c1ccccc1)c1ccccc1)N1CCOCC1`?
ROMK mod: 0.11; STAT1 blocker: 0; NF-kB neuron act: 1; FLuc stim CS: 1; STAT3 act: 96; STAT1 act: 99; APP 5'UTR act: -11; APP 5UTR inh: 11; STAT3 blocker: 6; FLuc inh counter: -4

What do the screens show for `COC(=O)/C=C1/N/C(=N\c2nc(C)cc(C)n2)N(c2ccc(C)c(C)c2)C1=O`?
STAT1 blocker: -1; NF-kB neuron act: 1.1; FLuc stim CS: 1.1; STAT3 act: 97; STAT1 act: 98; APP 5'UTR act: -3; APP 5UTR inh: 3; STAT3 blocker: 12; FLuc inh counter: -6

How did O=C(NCCc1c[nH]c2ccccc12)C1CCN(c2nnc(N3CCCC3=O)s2)CC1 do in these assays?
STAT1 blocker: 2; NF-kB neuron act: 1.1; FLuc stim CS: 1; STAT3 act: 123; STAT1 act: 98; APP 5'UTR act: 4; APP 5UTR inh: -4; STAT3 blocker: -23; FLuc inh counter: -4

How did CCOC(=O)N1CCN(C(=O)C(=O)Nc2ccc3nc4n(c(=O)c3c2)CCCCC4)CC1 do in these assays?
STAT1 blocker: -2; NF-kB neuron act: 0.71; FLuc stim CS: 1.1; STAT3 act: 97; STAT1 act: 102; APP 5'UTR act: -19; APP 5UTR inh: 20; STAT3 blocker: 12; FLuc inh counter: -6

How did Cc1ccc(O)c(C(=O)c2cnc3c(c2)CN(C)C(=O)N3)c1 do in these assays?
ROMK mod: 2.5; STAT1 blocker: -2; NF-kB neuron act: 0.45; FLuc stim CS: 1; STAT3 act: 107; STAT1 act: 102; APP 5'UTR act: 4; APP 5UTR inh: -4; STAT3 blocker: -2; FLuc inh counter: -3

How did CS(=O)(=O)N1CCC(C(=O)Nc2cccc(C(F)(F)F)c2)CC1 do in these assays?
STAT1 blocker: 0; NF-kB neuron act: 1.1; FLuc stim CS: 1; STAT3 act: 94; STAT1 act: 101; APP 5'UTR act: 13; APP 5UTR inh: -13; STAT3 blocker: 12; FLuc inh counter: 0

How did Cc1ccc(NC(=O)N2CCC(O)(c3ccc(Cl)cc3)CC2)cc1 do in these assays?
STAT1 blocker: 4; NF-kB neuron act: 1.4; FLuc stim CS: 1.1; STAT3 act: 97; STAT1 act: 97; APP 5'UTR act: 8; APP 5UTR inh: -8; STAT3 blocker: 9; FLuc inh counter: -6

How did COc1cnn(Cc2ccccc2)c(=O)c1SCc1ccccc1 do in these assays?
ROMK mod: -0.98; STAT1 blocker: 1; NF-kB neuron act: 1.4; FLuc stim CS: 1.1; STAT3 act: 100; STAT1 act: 99; APP 5'UTR act: 0; APP 5UTR inh: 0; STAT3 blocker: 5; FLuc inh counter: -9

Results for O=C1c2ccccc2C2(c3ccc(F)cc3)NCCN12 (configuration not stated) ?
ROMK mod: 1.6; STAT1 blocker: 6; NF-kB neuron act: 1.3; FLuc stim CS: 1.1; STAT3 act: 91; STAT1 act: 93; APP 5'UTR act: 3; APP 5UTR inh: -3; STAT3 blocker: 14; FLuc inh counter: -6

Results for Cc1occc1C(=O)NNC(=S)Nc1ccccc1 ?
STAT1 blocker: -27; NF-kB neuron act: 1.2; FLuc stim CS: 0.9; STAT3 act: 84; STAT1 act: 128; APP 5'UTR act: 82; APP 5UTR inh: -82; STAT3 blocker: 26; FLuc inh counter: 8

What do the screens show for `Nc1cc(N2CCOCC2)c(Cl)cc1[N+](=O)[O-]`?
ROMK mod: -0.7; STAT1 blocker: -4; NF-kB neuron act: 0.9; FLuc stim CS: 1.1; STAT3 act: 98; STAT1 act: 103; APP 5'UTR act: -3; APP 5UTR inh: 3; STAT3 blocker: 7; FLuc inh counter: -7

Results for O=C(C1CCC(CNS(=O)(=O)c2ccc(F)cc2)CC1)N1CCOCC1 (configuration not stated) ?
ROMK mod: 0.13; STAT1 blocker: 0; NF-kB neuron act: 0.85; FLuc stim CS: 1.1; STAT3 act: 131; STAT1 act: 99; APP 5'UTR act: -1; APP 5UTR inh: 1; STAT3 blocker: -20; FLuc inh counter: -6
